# GPT2 inhibitor = Primary qHTS assay for inhibitors of Glutamate pyruvate transaminase 2 (GPT2) | 100,000 tested, 0.25% active | AID 1671188, 2021 | Recombinant GPT2, coupled pyruvate oxidase/HRP Amplex Red fluorescence | Potency, µM (titrated, usually from 57.7 µM), without a hit: at the top dose activity change, negative = inhibition, actives largely listed as inhibitors; further: potency means the concentration at half of the fitted maximal effect; nearly all actives have a fitted effect of over 60% in size; many of its hits are not listed in these tables
# Target sequence (Q8TD30 whole entry, looked up): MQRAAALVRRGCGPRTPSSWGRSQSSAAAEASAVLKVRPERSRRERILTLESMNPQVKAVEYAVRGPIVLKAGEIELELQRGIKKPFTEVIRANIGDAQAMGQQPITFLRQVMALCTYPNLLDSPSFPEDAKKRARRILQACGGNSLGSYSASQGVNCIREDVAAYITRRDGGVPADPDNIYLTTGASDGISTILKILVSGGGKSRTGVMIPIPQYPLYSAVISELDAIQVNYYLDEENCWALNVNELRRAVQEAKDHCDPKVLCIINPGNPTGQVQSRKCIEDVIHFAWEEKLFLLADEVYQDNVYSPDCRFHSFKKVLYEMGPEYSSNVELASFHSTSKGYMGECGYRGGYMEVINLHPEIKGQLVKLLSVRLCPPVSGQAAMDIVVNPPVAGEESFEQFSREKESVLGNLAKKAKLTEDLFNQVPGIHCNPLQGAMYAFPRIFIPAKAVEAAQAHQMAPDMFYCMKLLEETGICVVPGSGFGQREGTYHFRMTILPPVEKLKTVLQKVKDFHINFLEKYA
#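 Fluorescence of coupled pyruvate oxidase/HRP/Amplex Red system (50uM Amplex, 30 min, dark) reports pyruvate formed by GPT2. Enzyme reaction: 10ng/uL GPT2, 2mM L-alanine, 250uM a-KG, 30 min room temperature, pH 7.5; 50uM AOA control.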
# SNCA expr inh = Primary qHTS assay for inhibitors of alpha-synuclein gene (SNCA) expression; HEK-293 SNCA-luciferase knock-in, luminescence, 24 h; AID 1671194, 2021; Potency, µM (top dose mostly 57.2 µM), for inactives: at the top dose activity change, negative = inhibition, hits mostly inhibitors; 140,000 tested, 0.17% active;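 further: potency means the concentration at half of the fitted maximal effect; plate controls were DMSO cells for no effect and cell-free wells for full effect; nearly all actives have a fitted effect of over 45% in size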
# HEK293 tox = Cytotoxic Profiling in HEK 293 Cell Line of Diverse Libraries Using Quantitative High-Throughput Screening; 94,000 tested, 6.6% active; HEK 293 viability, ATP luminescence (CellTiter-Glo), 48-72 h; Potency, µM (titrated, usually from 115 µM), for inactives: top-dose activity change, negative = cytotoxicity, usual class: inhibitors; further: potency means the concentration at half of the fitted maximal effect; nearly all actives have a fitted effect of over 60% in size
#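 Luminescence from cellular ATP, measured with CellTiter-Glo, indicates HEK 293 viability. Cells plated at 250 cells/well are treated with compound for 48 or 72 hr at 37 degree Celsius before reagent addition.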
# IP6K1 inhibitor = Primary qHTS assay for small molecule inhibitors of Inositol hexaphosphate kinase 1 (IP6K1); Inositol hexakisphosphate kinase 1 (Homo sapiens), Q92551; IP6K1 kinase, ADP-Glo luminescence, 2 h; stronger effect = lower value; activity change, % (series mostly up to about 58 µM); 140,000 tested, 0.81% active; AID 1645851, 2021; in the data active means activity change below about -25%
#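 ADP-Glo luminescence measures ADP made by human IP6K1 during a 2 h RT reaction with ATP/IP6 (mix at 1.3 mM/130 uM); top library doses 57.5 and 19.1 uM final.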
# FLuc inh = Firefly luciferase inhibition profiling of diverse chemical library using quantitative high-throughput screening | 76,000 tested, 2.5% active | Potency, µM (top dose mostly 115 µM), without a hit: at the highest dose activity change, negative = inhibition, most hits filed as inhibitors | Luciferin 4-monooxygenase (Photinus pyralis), P08659 | purified P. pyralis luciferase, luminescence, biochemical; further: potency means the concentration at half of the fitted maximal effect; nearly all actives have a fitted effect of over 65% in size
# Target sequence (P08659 whole entry, looked up): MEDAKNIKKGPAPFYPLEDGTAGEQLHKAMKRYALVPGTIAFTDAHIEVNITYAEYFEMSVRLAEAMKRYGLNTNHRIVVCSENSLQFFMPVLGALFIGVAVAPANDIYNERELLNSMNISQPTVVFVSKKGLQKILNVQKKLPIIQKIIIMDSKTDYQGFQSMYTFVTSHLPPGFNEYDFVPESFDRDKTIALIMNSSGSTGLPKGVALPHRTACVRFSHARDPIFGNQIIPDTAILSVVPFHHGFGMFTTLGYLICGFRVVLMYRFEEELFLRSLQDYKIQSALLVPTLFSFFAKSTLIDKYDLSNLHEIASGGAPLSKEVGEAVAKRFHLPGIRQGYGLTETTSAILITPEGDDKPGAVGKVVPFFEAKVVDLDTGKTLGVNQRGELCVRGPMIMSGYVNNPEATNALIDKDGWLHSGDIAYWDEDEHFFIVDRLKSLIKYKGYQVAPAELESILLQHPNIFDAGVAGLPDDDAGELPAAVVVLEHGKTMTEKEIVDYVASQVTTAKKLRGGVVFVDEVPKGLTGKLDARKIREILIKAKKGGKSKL
#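 Purified 10nM P. pyralis luciferase with 10uM D-luciferin and 10uM ATP in 50mM Tris acetate pH 7.5, 10mM Mg acetate, 0.01% Tween-20, 0.05% BSA. qHTS titration; luminescence read by CCD imager.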
# NIH3T3 tox = Cytotoxic Profiling in NIH 3T3 Cell Line of Diverse Libraries Using Quantitative High-Throughput Screening. NIH 3T3 viability, CellTiter-Glo ATP luminescence, 48-72 h. Potency, µM (titrated, usually from 96.7 µM), without a hit: at the highest dose activity change, negative = cytotoxicity, actives largely listed as inhibitors. 94,000 tested, 4.3% active. AID 1345082, 2018; further: potency means the concentration at half of the fitted maximal effect; nearly all actives have a fitted effect of over 55% in size
#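 Cytotoxicity was measured by CellTiter-Glo ATP luminescence after 48 or 72 h compound exposure at 37 °C. Mouse NIH 3T3 fibroblasts were seeded at 400 cells/well and dosed by 23 nL pin transfer.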
# SNCA viab count = GF-AFC viability counterscreen for inhibitors of alpha-synuclein gene (SNCA) expression. HEK-293-SNCA-luc viability, GF-AFC fluorescence, 24 h. Potency, µM (top dose mostly 57.1 µM), inactives show at the highest dose activity change, negative = cytotoxicity, usual class: cytotoxic. 150,000 tested, 0.12% active. AID 1671193, 2021;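 further: potency means the concentration at half of the fitted maximal effect; 0% = DMSO-treated cells and -100% = medium-only wells without cells; nearly all actives have a fitted effect of over 30% in size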
#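 Cytotoxicity counterscreen: after 24 h compound treatment of genome-edited SNCA-luciferase HEK-293 cells, live-cell protease substrate GF-AFC read by fluorescence after 30 min; activity scaled between DMSO (0%) and medium-only (-100%), curves Hill-fitted.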
# * hit, by the source's call; i = inactive; ? = inconclusive; . = no result given; [ ] = dose if it differs, or a comment. Unless noted, the call rests on the fitted dose curve; in most records, active means well fitted curve in the direction sought with a large enough effect; inconclusive means small, poorly fitted or top-dose-only effect, or another doubt; inactive means no such curve, though single readings can be large; an effect the other way counts as inactive or inconclusive. Unless noted, on the % scale 0 is the no-effect control and ±100 the full control effect.
SMILES | GPT2 inhibitor | SNCA expr inh | HEK293 tox | IP6K1 inhibitor | FLuc inh | NIH3T3 tox | SNCA viab count
COc1cc(CNc2ccc3[nH]c(=O)[nH]c3c2)cc(Cl)c1OCc1ccc(F)cc1 | . | -30% | . | 8 | . | . | 3%
Cn1nccc1C(=O)N[C@@H]1CN(Cc2ccccc2)C[C@H]1CO | -4% | -10% | ? | 0 | -4% | -12% | -3%
c1cc(-c2noc([C@@H]3CCCN3Cc3ncc[nH]3)n2)cc(N2CCOCC2)n1 | 1%[88.5 µM] | 0%[87.6 µM] | -27%[172 µM] | 13 | -18%[172 µM] | ? | 5%[87.6 µM]
CC(C)NC(=O)[C@@H]1C[C@@H](NC(=O)c2ccon2)CN1Cc1cccnc1N | -4% | -3% | ? | 9 | 3% | i | -17%
CCOc1ccc(CCNC(=O)CCc2c(C)nc3cc(-c4ccccc4OC)nn3c2C)cc1 | . | -20% | . | 18 | . | . | 9%
Cc1nc2sc(C(=O)NCc3ccncc3)c(N)c2c(C)c1Cl | -37% | . | . | 0 | . | . | 6%
CC(=O)N1CCCN(c2ncnc3c2CN(c2cccc(C)c2)C(=O)N(C)C3)CC1 | 4% | 7% | -13% | -8 | -8% | -25% | -12%
CCC(C)NC(=O)C1COC2(CCN(C(=O)c3cccc(F)c3)CC2)N1C(=O)c1cccc(OC)c1 (stereo not drawn) | 1% | 5% | ? | 16 | 0% | -16% | 0%
O=C(NCCCCc1ccccc1)c1nn(-c2ccccc2)nc1CO | . | 4% | . | 2 | . | . | 7%
CCOC(=O)C1CCN(C(=O)c2ccccc2NC(=O)c2nsc3ccccc23)CC1 | . | 58%[activator] | . | -15 | . | . | 24%
O=C(C1CCN(c2cn[nH]c(=O)c2)C1)N1CCCC1 (stereo not drawn) | 5% | -4% | i | 18 | 8% | 1% | 8%
CCc1ccc(NC(=O)c2cc3n(n2)CC(c2ccc(Cl)cc2)OC3)cc1 (stereo not drawn) | i | 8% | ? | 17 | -26% | ? | -5%
CCN(Cc1ccccc1)C(=O)CCS(=O)(=O)c1cc2c(cc1Cl)NC(=O)CO2 | . | 39%[activator] | . | -3 | . | . | 9%
COc1ccc(C2Cn3nnc(-c4noc(-c5ccsc5)n4)c3CO2)cc1 (stereo not drawn) | i | 30% | 11% | 13 | -12% | i | 4%
COc1ccc(-c2cccc(C(=O)NCCc3ccc(F)cc3)c2)nn1 | . | . | ? | 17 | . | ? | .
Cc1cc(=O)n(CC(=O)NC(C)c2ccccc2)c2c1c(C)nn2C (stereo not drawn) | . | 16% | . | 10 | . | . | 7%

# Overlap with the part before: three entries, then new ones.
SMILES | GPT2 inhibitor | SNCA expr inh | HEK293 tox | IP6K1 inhibitor | FLuc inh | NIH3T3 tox | SNCA viab count
COc1ccc(C2Cn3nnc(-c4noc(-c5ccsc5)n4)c3CO2)cc1 (stereo not drawn) | i | 30% | 11% | 13 | -12% | i | 4%
COc1ccc(-c2cccc(C(=O)NCCc3ccc(F)cc3)c2)nn1 | . | . | ? | 17 | . | ? | .
Cc1cc(=O)n(CC(=O)NC(C)c2ccccc2)c2c1c(C)nn2C (stereo not drawn) | . | 16% | . | 10 | . | . | 7%
CN(Cc1ccc(OC(F)(F)F)cc1)C(=O)C1(c2ccc(Cl)cc2)CCOCC1 | ? | -27% | ? | -12 | . | ? | -3%
Cc1ccc(Cn2c(C)c(CNCCCc3ccccc3)c(C(=O)O)c2C)cc1 | . | -24% | . | -2 | . | . | 4%
COc1ccc(F)cc1-c1cccc(COc2ccc3c(cnn3CC[S+](C)(=O)[O-])c2)c1 | -20% | 10% | ? | 7 | 14% | ? | -12%
COc1ccc(OC2CCN(C(C)=O)CC2)c(C(=O)NCCc2c(C)n[nH]c2C)c1 | i | -22% | -12% | -2 | 0% | -12% | 2%
Fc1ccc(-c2cc(C(F)(F)F)nc(NCc3ccccc3)n2)cc1 | . | ? | . | -1 | . | . | 11%
C[C@@H]1O[C@@H](O[C@@H]2[C@@H](O)[C@H](O[C@@H]3[C@@H](O)[C@@H](O)[C@H](O[C@H]4[C@H](OC(=O)[C@]56CCC(C)(C)C[C@H]5C5=CCC7[C@@]8(C)C[C@H](O)[C@H](O[C@@H]9O[C@@H](C)[C@H](O)[C@@H](O)[C@H]9O)[C@@](C)(CO)C8CC[C@@]7(C)[C@]5(C)C[C@H]6O)O[C@H](C)[C@H](O)[C@@H]4O)O[C@H]3C)OC[C@H]2O)[C@H](O)[C@H](O)[C@H]1O (stereo partly drawn) | 2%[11.5 µM] | . | . | 7 | . | . | -13%[12.5 µM]
CCC(=O)N1CCCC(Cc2nc(C3CCOCC3)no2)C1 (stereo not drawn) | 5% | -24% | 12% | 4 | -16% | i | -7%
CC(C)Sc1ncc(Cl)c(C(=O)Nc2ccc(S(=O)(=O)N3CCCCC3C)cc2)n1 (stereo not drawn) | . | ? | . | 0 | . | . | 10%
COCCCNC(=O)N1CCC(n2c(C)cnc2C2CCOCC2)CC1 | -3% | -21% | -2% | 5 | . | i | 1%
O=C(Cc1ccc(Cl)cc1)NC1CCN(c2cc(-c3ccc(F)cc3)[nH]n2)C1 (stereo not drawn) | ? | ? | ? | 0 | 5% | ? | -5%
COc1ccc(OC)c(CNC(=O)C2CCCCC(=O)N2)c1 (stereo not drawn) | i | -9% | -1% | 0 | 14% | -2% | 4%
O=C(C1CCOCC1)N1CCCC(CCc2ccc(F)c(F)c2)C1 (stereo not drawn) | -20% | 3% | ? | -5 | -21% | ? | -2%
CC(C)NC(=O)NC1CCCN(Cc2ccc(-c3cncnc3)cc2)C1 (stereo not drawn) | i | -3%[87.6 µM] | -14%[172 µM] | -10 | . | -16%[138 µM] | -2%[12.5 µM]
COc1ccc(Cl)cc1NC(=O)CC1CCCN(c2cnn(C)c(=O)c2)C1 (stereo not drawn) | i | -1% | -18% | 3 | 0% | ? | -2%
Cc1ccc(F)cc1S(=O)(=O)N1CCCC(Cn2c(C3CC3)nc3cccnc32)C1 (stereo not drawn) | -1% | -16% | ? | -3 | 8% | ? | -10%
CCOC(=O)c1oc2ccc(S(=O)(=O)n3nc(-c4ccc(Br)cc4)cc3N)cc2c1C | . | -15% | . | -9 | . | . | 6%
CCOC(=O)c1c(C)[nH]c(C)c1S(=O)(=O)NCC(=O)Nc1ccc(C)c(N(C)C)c1 | . | -21% | . | 15 | . | . | -6%
O=c1n(CC2CC2)nc2n1CCN(S(=O)(=O)c1ccc(Cl)s1)CC2 | 0% | 0% | -29% | -8 | -9% | -27% | ?
CNc1ccc(OC2CCN(C(=O)NCCc3ccccc3)CC2)nc1 | i | 18% | ? | 24 | -16% | ? | 13%
CN(C)C(=O)N1CCC2(CC1)CN(C(=O)CCCNC(N)=O)Cc1ccccc1O2 | 2% | -2% | -19% | 1 | . | -8% | 9%
Cn1cc(C(=O)NC2CC(=O)N(Cc3cccc4ccccc34)C2)ccc1=O (stereo not drawn) | -12% | 7% | -13% | 3 | 1% | -27% | -1%
C[S+](=O)([O-])N1CCc2nc(-c3ccc(Cl)cc3)nc(-c3ccccc3)c2C1 | -2% | -16% | -1% | -2 | 1% | -17% | 11%
COc1cc(OC)c(NC(=O)c2sc3nc4n(c(=O)c3c2C)CCCC4)cc1Cl | . | 3% | . | -8 | . | . | 6%
CCCCCC(=O)N1CC[C@@H](CC(=O)NCc2cccs2)[C@@H](CC)C1 | -26%[88.5 µM] | -14%[87.6 µM] | ? | -15 | -4%[172 µM] | ? | -3%[87.6 µM]
COc1nc2c(cc1CNC(=O)c1c(C)cccc1C)C(=O)N(C1CCCC1)C2 | i[11.5 µM] | -5% | -15% | 15 | 0% | -15% | 0%
COc1ccc2c(c1)CN(C1COC1)CC[C@H]1COC(=O)N21 | i | -11%[87.6 µM] | -14%[172 µM] | -19 | -17%[172 µM] | -10%[138 µM] | 0%[87.6 µM]
CN(C)Cc1cc(C[C@@H]2C[C@H](NC(=O)COc3ccccc3)C2(C)C)no1 | -11%[88.5 µM] | 0%[87.6 µM] | -18%[172 µM] | 5 | 0%[172 µM] | -24%[138 µM] | -7%[87.6 µM]
O=C(CSc1nccn1C1CCCC1)Nc1ccccc1 | . | 167%[activator] | . | -12 | . | . | 16%
CCOC(=O)c1sc2ccccc2c1S(=O)(=O)NCc1ccc(F)cc1 | . | 18% | . | -5 | . | . | 11%
O=C(Cn1nc2n(c1=O)CCCC2)Nc1cccc(F)c1 | 0% | -17% | 1% | 2 | -7% | 2% | 7%
COCCN1CCOC2(CCN(Cc3ccc(C(C)C)cc3)CC2)C1=O | 4%[88.5 µM] | -20%[87.6 µM] | ? | 13 | 2%[172 µM] | -12%[138 µM] | -5%[87.6 µM]
COc1ccccc1-c1nnc2n1C(C(=O)NC(C)C)CC2 (stereo not drawn) | -3% | 21% | i | 15 | . | 3% | 14%
COCC1CN(C(C)=O)CC12CCN(Cc1cc(F)c(F)cc1F)CC2 (stereo not drawn) | 2% | 16% | i | 2 | -1% | -8% | 7%
CNC(=O)[C@@H]1CN(C(=O)c2ccc(F)c(Cl)c2)C[C@H]1CO | i | -2% | -14% | 12 | -3% | -4% | -11%
COc1cccc(CNC(=O)c2ccc3nnc(-c4ccccc4OC)n3c2)c1 | -2% | 6% | 2% | -7 | . | -24% | 9%
Cn1nc(C2CCN(C(=O)C3CCC3)CC2)c2c1CCOC2 | 4% | 5% | 7% | 0 | -3% | i | -5%
CC(C)NC(=O)c1ccc2oc(-c3cccnc3Cl)nc2c1 | -2% | 111%[activator] | -20% | 15 | . | -13% | -7%[12.5 µM]
Cc1cc(NC(=O)N2CCC(CN3CCOCC3)CC2)ccc1Br | . | 39%[activator] | . | 5 | . | . | -9%
COc1cc(OC)cc(C(=O)N2CCc3cn(C)c4cccc(c34)C2)c1 | i | 2% | ? | -6 | 14% | -26% | 3%
O=C(CCC1CCCN(S(=O)(=O)c2cccc(F)c2)C1)NCC1CC1 (stereo not drawn) | ? | -2% | -31% | 9 | -9% | -24% | 2%
O=C(Cc1ccccc1)N1CC[C@H]2COC(=O)N2c2cc(F)ccc2C1 | -3%[88.5 µM] | 8%[87.6 µM] | -5%[172 µM] | 8 | 3%[172 µM] | 5%[174 µM] | -1%[87.6 µM]
O=C(COc1ccc(F)cc1)N1CC(c2nc(CCOCC3CCOCC3)no2)C1 | -2% | -20% | -5% | -2 | -15% | -19% | ?

# Screens (PubChem)

# Only part of the results is shown; rates above refer to the full screens.
